phage Ecoli inh: E. coli growth loss with phage present; growth absorbance; inhibition, % at 11.9 µM; 360,000 tested, 0.26% active; AID 651602; in the data active means inhibition above about 11%
PKA-R1A act: activates the PKA-R1A holoenzyme complex; P00514+P68181; PKA-R1A dissociation, Cy5-IP20 fluorescence polarization; scaled: DMSO 0%, 113 µM cGMP 100%; activation, % at 11.4 µM; 340,000 tested, 0.083% active; AID 504707;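 active means percent activation above the mean of all tested compounds plus 3 SD, cut at about 19% in these data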;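 further: higher means more PKAc released from R1A so a rise in polarization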
Ecoli viability: reduces bacterial viability in AddAB counter-screen; E. coli V3065 growth, OD600 absorbance, 18 h; inhibition, % at 11.9 µM; 330,000 tested, 0.27% active;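 active means inhibition above the campaign's mean inhibition across all tested compounds plus 3 SD, cut at about 9.9% in these data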;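 further: uninfected addAB+ strain grown without phage in ampicillin broth; 0% = DMSO wells and 100% = ciprofloxacin 0.95 µg/ml wells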
OPRM1-OPRD1 inv: mu-delta opioid heterodimer inverse agonism. AID 504357. inhibition, % at 9.3 µM. 340,000 tested, 0.21% active. P35372+P41143. cell-based MOR-DOR heterodimer luminescence; in the data active means inhibition above about 22%, passing the limit was not always enough;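 further: 0% = cells with DMSO and 100% = wells without cells with DMSO; values of inactives mirror those of a sister screen read the other way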
AddAB inh: less growth of phage-infected E. coli with AddAB; 330,000 tested, 0.29% active; AID 435030; E. coli expressing H. pylori AddAB, absorbance growth; inhibition, % at 11.9 µM; in the data active means inhibition above about 12%;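 further: 0% = vehicle wells of infected cells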
MOR-DOR ag: OPRM1-OPRD1 heterodimerization agonism. activation, % at 9.3 µM. P35372+P41143. cells, luminescence. AID 504326. 340,000 tested, 0.3% active; in the data active means activation above about 18%;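 further: 0% = vehicle-treated cells and 100% = reference agonist; values of inactives mirror those of a sister screen read the other way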
PfHsp90 yeast 2: growth inhibition of yeast expressing Plasmodium Hsp90. S. cerevisiae expressing PfHsp90, BacTiter-Glo ATP, 48 h; yeast lacking PDR1 and PDR3 efflux regulators. inhibition, % at 9.4 µM. 310,000 tested, 0.32% active. AID 504621;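 active means every replicate shows inhibition above about 80%, whatever the replicate mean, limit read from the data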;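 further: 0% = DMSO neutral controls and 100% = 20 µM radicicol positive controls; yeast relying on Plasmodium falciparum Hsp90 in place of its own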
Mot1-301 SUMO: inhibitors of SUMOylation pathway: yeast Mot1-301 growth rescue; S. cerevisiae Mot1-301 growth rescue, ATP luminescence, 38.5C; percent above DMSO median, 100 means doubled; growth rescue, % at 18.8 µM; 320,000 tested, 1% active;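 active means every valid replicate shows activation above 250% relative to neutral control wells; inactive means the rest, any valid replicate at or below 250%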;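 further: OY570 slx delta 5 strain wells were the positive control but not used for scaling; some compounds called inactive have numbers as strong as hits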
HTR5A ag ctr: activates human HTR5A in OPRM1-OPRD1 agonist counter-screen; P47898; HTR5A agonist assay, luminescence, cell-based; activation, % at 9.3 µM; 340,000 tested, 0.61% active; in the data active means activation mostly above about 9.5%, no sharp cut-off; inactive means mostly below about 7.6%;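 further: 0% = cells with vehicle only and 100% = reference agonist; strong numbers were not always called active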
Target sequence (P47898 whole entry, looked up): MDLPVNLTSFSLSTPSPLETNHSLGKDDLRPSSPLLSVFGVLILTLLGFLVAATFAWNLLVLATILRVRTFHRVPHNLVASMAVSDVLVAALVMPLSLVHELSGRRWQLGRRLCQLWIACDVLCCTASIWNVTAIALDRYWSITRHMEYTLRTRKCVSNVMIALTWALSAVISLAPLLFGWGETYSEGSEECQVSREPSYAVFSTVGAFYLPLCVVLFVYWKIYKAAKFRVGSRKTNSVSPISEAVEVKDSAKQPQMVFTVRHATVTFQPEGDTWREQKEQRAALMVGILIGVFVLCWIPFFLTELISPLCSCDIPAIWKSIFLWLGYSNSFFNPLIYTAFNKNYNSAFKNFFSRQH
Pemphigus Ab inh: human desmoglein-3 autoantibody binding inhibition; P32926; DSG3-coupled beads, scFv-anti-DSG3-GFP binding, flow cytometry; active compounds read low; binding (percent of control), % at 10 µM; 310,000 tested, 0.48% active; AID 588358;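 active means binding more than 3 SD below its plate's average and above zero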;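 further: hits lower antibody fragment binding to DSG3; some compounds called inactive have numbers as strong as hits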
HTR5A inv ag: HTR5A inverse agonism, opioid heterodimer counter-screen | P47898 | 340,000 tested, 0.083% active | inhibition, % at 9.3 µM | HTR5A cell line, luminescence; in the data active means inhibition mostly above about 23%, no sharp cut-off; inactive means mostly below about 18%;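 further: 0% = cells with DMSO and 100% = no-cell wells with DMSO; some compounds called inactive have numbers as strong as hits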
Active calls of the source: *; i = inactive; / = not tested or not shown; & = joins results of further samples.

SMILES	PfHsp90 yeast 2	phage Ecoli inh	PKA-R1A act	Ecoli viability	OPRM1-OPRD1 inv	Pemphigus Ab inh	Mot1-301 SUMO	HTR5A ag ctr	MOR-DOR ag	HTR5A inv ag	AddAB inh
C/C(CC(=O)Nc1ccc(Cl)c(C(F)(F)F)c1)=N\NC(=O)c1cccc(O)c1	-26.6	4.4	0.5	-1.1	6.9	118.8	-6.8	5.7	-1.3	1.5	0.0
O=C(Cc1n[nH]c(=O)c2ccccc12)Nc1cc(C(F)(F)F)ccc1-n1cncn1	4.9	2.2	-21.0	/	2.8	-12.8	/	1.7	-0.4	-4.5	/
Cc1ccc(OCC(=O)Nc2c(C)nn(-c3ccccc3)c2C)c(Br)c1	9.0	1.0	4.6	/	13.3	98.2	/	-4.0	-2.6	9.7	/
c1ccc(N2CCN(c3ccccc3)C2c2cccs2)cc1	2.4	3.8	1.0	-0.5	-35.6	100.0	6.6	-4.2	6.7	10.7	2.2
COc1ccc(/C(C)=N/Nc2ncc(Cl)cc2Cl)c(O)c1	-64.0	1.5	10.6	-3.3	-23.9	95.6	-8.0	4.4	3.5	-7.5	2.4
Cc1cccc(NC(=O)CC2S/C(=N/c3nccs3)N(C)C2=O)c1 (stereo unspecified)	5.9	0.2	1.1	2.4	-6.9	105.4	-27.8	1.2	1.2	-8.3	5.0
CCN(CC)c1ncn(Cc2c(Cl)cccc2Cl)c2ncnc1-2	-21.0	2.0	-12.6	2.7	5.9	112.2	4.2	3.7	-1.3	-20.0	3.0
CC(C)(C)c1ccc(C(=O)NNC(=O)c2ccncc2)cc1	13.1	2.4	4.3	-3.5	15.3	100.6	-1.4	5.1	-3.1	-4.7	3.6
CCCNC(=O)C1CCN(S(=O)(=O)c2ccc(Br)cc2)CC1	-41.8	2.5	-2.7	0.2	8.5	99.0	19.0	3.8	-1.6	-3.9	-0.9
COc1ccc(NC(=O)c2cc(-c3ccc(C)cc3)on2)cc1	-15.0	-0.9	-0.4	1.7	0.3	111.2	-9.4	2.4	-0.1	-8.8	6.8
CCN(C(=O)Nc1ccccc1OC)c1c(N)n(Cc2ccccc2)c(=O)[nH]c1=O	16.1	2.5	-3.3	-0.4	13.1	103.2	471.4*	0.7	-2.3	19.9	1.7
CCc1ccc(NC(=O)CCNS(=O)(=O)c2cccc3nsnc23)cc1	/	3.1	-0.6	2.4	-11.9	94.8	-16.3	-3.1	2.0	7.2	3.3
O=C(CC1C(=O)NCCN1Cc1cccc(Oc2ccccc2)c1)NCc1cccnc1 (stereo unspecified)	40.3	2.4	-0.3	-0.8	20.2	105.5	159.9	2.2	-3.9	-5.9	3.8
Cc1ccccc1N1C(=O)C2C3CC(=O)C(c4ccccc43)C2C1=O (stereo unspecified)	-7.3	5.3	-1.6	-0.2	9.2	102.0	1.1	9.2	-2.0	18.3	4.4
O=C(C(c1ccccc1)c1ccccc1)N1CCN(Cc2ccc(Br)cc2)CC1	-19.0	3.8	-5.6	-2.5	-4.4	99.7	36.6	-3.6	0.8	-19.8	3.4

(list continues)
SMILES	PfHsp90 yeast 2	phage Ecoli inh	PKA-R1A act	Ecoli viability	OPRM1-OPRD1 inv	Pemphigus Ab inh	Mot1-301 SUMO	HTR5A ag ctr	MOR-DOR ag	HTR5A inv ag	AddAB inh
O=C1N(Nc2ccccc2)C(c2ccc(Br)cc2)C12CCCCC2 (stereo unspecified)	-64.5	0.0	-7.2	-3.2	-6.6	97.1	43.5	4.3	1.5	-11.8	0.8
CC(=O)c1ccc(NC(=S)Nc2ccc(N3CCOCC3)cc2)cc1	/	-1.1	9.7	0.8	-2.6	115.3	/	-0.6	0.5	-11.6	1.2
COc1cccc2c3c(c(=O)[nH]c12)CCC(C)(C)O3	-5.2	3.0	-7.0	2.4	11.0	109.1	6.7	1.1	-1.9	-22.6	-0.3
O=C(Nc1ccc(N2CCOCC2)cc1)C1CCN(C(=O)OCc2ccccc2)CC1	11.3	0.4	-8.2	-2.4	-3.0	101.9	1.6	-8.6	0.6	-22.9	0.1
COc1ccccc1NC(=O)Nc1nc(CC(=O)Nc2cc(F)ccc2F)cs1	-0.6	1.2	-2.8	2.6	3.0	96.5	-7.0	7.3	-0.5	5.3	3.9
CCCCn1c(N)c(N(CCOC)C(=O)c2cc(=O)[nH]c3ccccc23)c(=O)[nH]c1=O	-17.3	1.7	1.6	1.1	7.4	108.7	-7.2	3.6	-2.0	-23.5	0.1
COc1ccc([N+](=O)[O-])cc1N/C(=N/S(=O)(=O)c1ccccc1)c1ccccc1	0.4	4.4	0.1	-2.3	7.3	100.8	-10.8	-3.1	-1.5	8.4	2.7
Cc1ccc2c(c1)c1c3n2CCN(C=O)C3CCC1 (stereo unspecified)	-5.5	-0.6	7.4	0.9	-8.9	99.2	0.7	1.6	1.8	-0.7	2.2
COc1ccc(CN2C(=O)CSC2c2ccccn2)cc1 (stereo unspecified)	-6.2	0.8	11.0	0.7	4.5	108.2	-23.4	-2.7	-0.9	10.3	2.3
COc1ccc(CCNC(=O)C2=COCCO2)cc1	-1.9	2.0	1.9	-1.0	2.1	103.4	-7.0	6.3	-0.4	-17.6	3.9
CCOc1ccc(N2C(=O)C3ON(c4ccccc4)C(c4cccs4)C3C2=O)cc1 (stereo unspecified)	-7.1	5.7	-2.6	-0.3	-4.2	78.2	10.5	-1.5	0.8	4.1	1.8
O=C1Nc2cc(Cl)c(Cl)cc2N(O)N1c1ccc(Cl)cc1	/	4.2	-8.5	0.8	-3.7	97.7	15.3	-4.5	0.6	10.4	0.2
COc1ccc(N(CC(=O)Nc2nc3ccc(C)cc3s2)S(=O)(=O)c2c(C)nn(C)c2C)cc1	9.3	3.2	-5.6	0.6	14.6	72.3	-12.4	0.7	-2.7	-9.2	-1.2
O=S(=O)(NCCC1CC1(Cl)Cl)c1ccc(Cl)cc1 (stereo unspecified)	-1.7	0.8	-4.7	-0.9	-47.1	114.2	31.9	-1.1	9.4	-12.2	-0.3
CCN(CC)S(=O)(=O)c1ccc2[nH]c(=O)cc(C(=O)Nc3ccc(C)c(S(=O)(=O)N(CC)CC)c3)c2c1	-27.6	0.7	-7.4	-1.4	-0.3	97.4	-22.8	1.4	0.1	3.0	1.6

Next part.
SMILES	PfHsp90 yeast 2	phage Ecoli inh	PKA-R1A act	Ecoli viability	OPRM1-OPRD1 inv	Pemphigus Ab inh	Mot1-301 SUMO	HTR5A ag ctr	MOR-DOR ag	HTR5A inv ag	AddAB inh
O=C(O)c1ccc(-c2ccco2)n1Cc1ccccc1	-14.5	0.3	-4.7	-0.6	6.3	93.6	/	-0.4	-1.1	-14.3	-0.3
COc1ccc(C(CNC(=O)COc2ccccc2OC)N(C)C)cc1OC (stereo unspecified)	-11.5	3.0	11.7	-0.6	-57.5	97.2	-5.2	0.4	10.6	-1.4	1.0
CN1C(=O)c2cccc(NCCCCCCN3C(=O)c4ccccc4C3=O)c2C1=O	4.5	2.5	-3.1	-0.4	10.4	/	4.2	-11.6	-2.5	27.7	3.9
Cc1cccc(NC(=O)c2ccccc2OCC(=O)c2ccc(F)cc2)c1	-8.8	4.2	9.2	0.3	4.5	103.7	1.0	7.4	-0.8	-19.6	0.5
Cc1c(/C=N/n2cnnc2)c2ccccc2n1C	/	2.2	-2.2	1.6	2.6	104.4	-20.7	3.0	-0.4	7.5	0.6
C=CCNC(=S)N1CCN(c2ccc([N+](=O)[O-])cc2)CC1	5.4	2.7	-5.3	0.5	11.6	101.5	-2.5	2.6	-1.9	7.8	1.8
Nc1c(C=C2C=CC(=O)C=C2)c(=O)nc2sc(CC(=O)N3CCCC3)nn12	3.6	1.6	3.4	-1.3	5.2	23.8	-8.0	-3.0	-1.0	11.3	3.2
Cc1ccc(OCc2nnc(SCC(=O)CC(=O)Nc3ccccc3)o2)cc1	0.7	1.9	-0.6	-2.3	-14.1	102.4	/	-1.0	2.7	-2.1	0.8
CCCCCCCCNC1=CC(=O)CC(C)(C)C1	25.3	3.9	-15.0	0.8	13.0	101.5	-13.6	4.4	-2.5	-2.8	5.6
O=C(CC1CCCC1)NCCS(=O)(=O)N1CCN(c2ccc(F)cc2)CC1	/	1.9	-13.9	1.6	5.2	105.1	-14.1	10.5	-0.8	-28.9	1.2
O=S(=O)(NCC1CC1)c1ccc(F)c(Cl)c1	8.9	3.2	-8.0	-0.9	10.3	106.3	-14.7	1.4	-2.3	-5.0	-1.4
Nc1ccc(C(=O)O)c(O)c1	-27.2&-3.8&-5.8	3.6&0.8&4.2	-2.2&-4.3&1.4	-0.8&1.6&-0.2&0.2	-0.5&4.7&6.5	118.7&119.2&112.6	i	1.0&-5.8&3.9	0.1&-0.8&-1.2	21.7&3.1&8.7	-1.9&0.8&-2.4&3.3
Cc1ccc(N2CC(C(=O)Nc3ccccc3C(=O)N3CCOCC3)CC2=O)cc1 (stereo unspecified)	-60.5	-8.1	-1.1	-0.7	7.5	103.4	-14.9	1.7	-1.1	-2.8	0.6
Clc1ccccc1OCc1nnc(-c2ccccc2)o1	43.9	2.6	-2.6	1.6	-23.7	100.3	6.1	0.5	4.5	-1.2	1.7
COc1c(C)cccc1C(=O)NCc1ccc2c(c1)OCO2	-17.9	2.0	-7.3	-0.6	-0.3	95.6	2.0	-0.9	0.1	3.5	-2.0

Quoted from the listing:
Entry for `CCc1ccc(NC(=O)CCNS(=O)(=O)c2cccc3nsnc23)cc1` in Pemphigus Ab inh: 94.8
Entry for `COc1ccc(NC(=O)c2cc(-c3ccc(C)cc3)on2)cc1` in AddAB inh: 6.8

Full records, quoted from the list. Order of values: PfHsp90 yeast 2 | phage Ecoli inh | PKA-R1A act | Ecoli viability | OPRM1-OPRD1 inv | Pemphigus Ab inh | Mot1-301 SUMO | HTR5A ag ctr | MOR-DOR ag | HTR5A inv ag | AddAB inh
Profile of CN1C(=O)c2cccc(NCCCCCCN3C(=O)c4ccccc4C3=O)c2C1=O : 4.5 | 2.5 | -3.1 | -0.4 | 10.4 | / | 4.2 | -11.6 | -2.5 | 27.7 | 3.9
Profile of COc1ccc(C(CNC(=O)COc2ccccc2OC)N(C)C)cc1OC (stereo unspecified) : -11.5 | 3.0 | 11.7 | -0.6 | -57.5 | 97.2 | -5.2 | 0.4 | 10.6 | -1.4 | 1.0

The listing continues:
SMILES	PfHsp90 yeast 2	phage Ecoli inh	PKA-R1A act	Ecoli viability	OPRM1-OPRD1 inv	Pemphigus Ab inh	Mot1-301 SUMO	HTR5A ag ctr	MOR-DOR ag	HTR5A inv ag	AddAB inh
CC(=O)N1c2ccc(F)c(F)c2C[C@H]1C	11.5	2.1	13.2	0.1	-5.6	104.0	-10.3	18.5	1.0	-54.2	1.9
O=C(N/N=C/c1ccc(OC(=O)c2ccc([N+](=O)[O-])cc2)cc1)c1cccnc1	2.5	1.8	8.2	-0.3	7.4	8.2*	-0.3	-1.4	-1.4	7.6	-2.5
COc1ccccc1Cn1c(/C=C/c2ccccc2)nc2ccccc21	-5.0	3.7	3.7	3.1	2.3	98.9	407.7*	-6.5	-0.4	17.3	-0.8
C(#CCN1CCOCC1)COCCOC(c1ccccc1)c1ccccc1	-13.7	2.5	-7.5	1.1	11.6	103.2	-17.7	4.5	-2.1	0.5	-0.8
